# Sm TGR inh = qHTS Assay for the Inhibitors of Schistosoma Mansoni Peroxiredoxins; purified TGR, DTNB reduction, TNB absorbance 405 nm; Potency, µM (highest dose often 114 µM), for inactives: at the top dose activity change, negative = inhibition, actives largely listed as inhibitors; hit rate 3% among 360,000; note: potency is the fitted concentration of half-maximal effect; nearly all actives have a fitted effect of over 60% in size
#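 Kinetic colorimetric format: TGR-catalysed, NADPH-driven DTNB reduction monitored via TNB absorbance. Enzyme dispensed at 20 nM; compound exposure 15 min at room temperature before reaction start.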
# HCMV inh = qHTS Assay for inhibitors of the human cytomegalovirus (HCMV); HFF cells, HCMV-luciferase reporter, 72 h; stronger effect = lower value; activity change, negative = inhibition, % at 57.5 µM; hit rate 4.5% among 410,000; in the data active = activity change below about -60%; inconclusive = no clear call, values can overlap the other calls; inactive = above about -39%
#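 Two-dose cell screen: HFF monolayers treated with compounds and infected with luciferase-expressing HCMV at 1 PFU/cell, 72 h at 37C, then lysed for luciferase measurement.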
# HCV inhibitor = qHTS Assay for Inhibitors of Hepatitis C Virus (HCV). Potency, µM (titrated, usually from 41.8 µM), without a hit: at the top dose activity change, negative = inhibition, usual class: inhibitors. AID 651820, 2012. Huh7.5.1 HCVcc-Cre infection, luciferase reporter, 44 h. hit rate 3.4% among 340,000; note: potency is the fitted concentration of half-maximal effect
#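 Compounds are dispensed onto cells plated 4 h earlier at 1,000 per well, with HCVcc-Cre virus (about 0.5 moi) added next. Following 44 h of culture, luminescent signal is measured for 15 sec after 15 min with substrate at room temperature.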
# Giardia FBPA inh = qHTS Assay for Inhibitors of Fructose-1,6-bisphosphate Aldolase from Giardia Lamblia; purified Giardia FBPA; Potency, µM (series often up to 59.6 µM), for the others: top-dose activity, negative = inhibition, most hits filed as inhibitors; hit rate 0.71% among 290,000; note: potency is the fitted concentration of half-maximal effect; nearly all actives have a fitted effect of over 55% in size
# Target sequence (A8B2U2 whole entry, looked up): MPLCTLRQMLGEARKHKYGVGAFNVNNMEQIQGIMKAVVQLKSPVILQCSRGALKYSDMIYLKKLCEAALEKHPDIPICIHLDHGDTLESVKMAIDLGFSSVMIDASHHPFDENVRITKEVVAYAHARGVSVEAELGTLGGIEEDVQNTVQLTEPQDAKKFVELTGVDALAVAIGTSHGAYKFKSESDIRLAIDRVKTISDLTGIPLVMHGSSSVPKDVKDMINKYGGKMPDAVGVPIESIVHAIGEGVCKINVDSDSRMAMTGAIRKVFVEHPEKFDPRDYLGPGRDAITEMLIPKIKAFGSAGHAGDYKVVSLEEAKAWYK
#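 Giardia FBPA (40 nM reagent) was preincubated 10 min at RT with compound (up to 57.5 uM final), then substrate plus GAPDH/TPI/NAD/arsenate coupling system with diaphorase/resazurin was added; resorufin fluorescence (525/598 nm) was read after 20 min.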
# AmpC detergent = qHTS Inhibitors of AmpC Beta-Lactamase (assay with detergent); AmpC hydrolysis of nitrocefin, absorbance 480 nm, 0.01% Triton; Potency, µM (top dose mostly 114 µM), without a hit: top-dose activity change, negative = inhibition, hits mostly inhibitors; hit rate 0.041% among 370,000; AID 485294, 2010;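 note: potency is the fitted concentration of half-maximal effect; 0% = no-compound wells and -100% = no-enzyme wells; nearly all actives have a fitted effect of over 25% in size; some results filed as inactive show a strong effect at the top dose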
# Target sequence (P00811 whole entry, looked up): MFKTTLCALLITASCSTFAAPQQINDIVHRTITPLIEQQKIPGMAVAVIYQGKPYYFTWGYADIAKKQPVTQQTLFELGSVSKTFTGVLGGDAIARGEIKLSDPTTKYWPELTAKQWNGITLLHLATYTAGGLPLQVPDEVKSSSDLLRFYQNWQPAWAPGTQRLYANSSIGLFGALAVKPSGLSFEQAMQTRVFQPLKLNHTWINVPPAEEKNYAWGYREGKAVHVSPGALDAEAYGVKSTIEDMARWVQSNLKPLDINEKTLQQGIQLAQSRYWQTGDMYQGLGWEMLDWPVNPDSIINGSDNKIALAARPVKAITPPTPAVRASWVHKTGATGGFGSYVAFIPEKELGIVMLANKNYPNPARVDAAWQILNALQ
#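 AmpC (5.3 nM in the dispensed reagent) in 20 mM phosphate pH 7.0 with 0.01% (detergent screen) or 0.0001% Triton X-100 was preincubated with compounds for 15 min at room temperature. Nitrocefin was then added from an 800 uM solution, and hydrolysis was followed at 480 nm.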
# AmpC no deterg = qHTS Inhibitors of AmpC Beta-Lactamase (assay without detergent) | P00811 | AmpC nitrocefin hydrolysis, absorbance 480 nm, 0.0001% Triton | Potency, µM (highest dose often 57.1 µM), without a hit: top-dose activity change, negative = inhibition, most hits filed as inhibitors | hit rate 0.52% among 330,000 | AID 485341, 2010;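 note: potency is the fitted concentration of half-maximal effect; plate controls were no compound for no effect and no enzyme for full effect; nearly all actives have a fitted effect of over 20% in size; some results filed as inactive show a strong effect at the top dose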
#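 20 mM phosphate pH 7.0 + 0.01% (detergent screen) or 0.0001% Triton X-100; 5.3 nM AmpC reagent; cpd preinc 15 min RT; nitrocefin (800 uM stock) to start; A480 q20 s × 4 min; Activity was normalised to no-enzyme and no-compound control wells.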
# Numbers without * were called inactive; ? = inconclusive; nt = not tested or not shown; [ ] = dose if it differs, or a comment. Unless noted, calls come from the whole dose curve; as a rule, active = well fitted curve in the direction sought with a large enough effect; inconclusive = small, poorly fitted or top-dose-only effect, or another doubt; inactive = no such curve, though single readings can be large; an effect the other way counts as inactive or inconclusive. Unless noted, % is set by controls: 0 for no effect and ±100 for the full control effect. No enrichment for hits. About 9.9% of those tested had a hit in this group.
no.	Molecule	AmpC detergent	Sm TGR inh	HCV inhibitor
1	Cc1nn(-c2ccccc2)c(N2CCCC2)c1/C=N/NC(=O)c1cc(-c2cccnc2)nc2ccccc12	-6%	-8%	14µM*
2	Cc1c(C(C)(C)O)[nH]c2ccc(C(F)(F)F)cc12	-4%	14%	-22%
3	CCCN(CCC)S(=O)(=O)c1ccc(N2CCCCS2(=O)=O)cc1	0%	-9%	nt
4	Cc1c(NC(=O)Nc2ccccc2Cl)sc(=S)n1C	-4%	-17%	-6%
5	COCCn1c(C)cc(C2=NNC(=Nc3ccc(F)cc3)SC2)c1C	7%	-5%	-26%
6	COc1ccccc1C(=O)NC(=S)Nc1ccc(NC(=O)c2ccco2)cc1	5%	2%	-20%
7	COc1ccc(NC(=O)COC(=O)C(NC(=O)c2ccc(C)cc2)C(C)C)cn1 (centres undefined)	nt	nt	-17%
8	COc1ccc(C(=O)OCC(=O)N2CCCC2=O)c(OC)c1	-3%	-4%	4%
9	CC(C)C(=O)Nc1cccc(NC(=O)c2cccc(Br)c2)c1	-1%	3%	?
10	Cc1nc2ccc(NC(=S)NC3CC3)cc2nc1C	-25%	-27%	18%
11	C=CCc1ccccc1OCCOc1ccc([N+](=O)[O-])cc1/C=N/NC(N)=O	-1%	5%	0%
12	Cc1ccn2cc(-c3ccc(C)c(NS(=O)(=O)c4ccc(Cl)cc4)c3)nc2c1	21%	-3%	nt
13	O=C(COc1ccc(C(=O)c2ccccc2)cc1)NC1CCCCC1	-8%	0%	22%
14	COc1cccc(CN(C)C(=O)c2ccc(S(=O)(=O)Nc3ccccc3F)cc2)c1OC	-15%	-30%	8%
15	CCc1ccccc1NC(=O)Cn1nc(C)n2cccc2c1=O	7%	3%	33%[activator]

no.	HCMV inh	AmpC no deterg	Giardia FBPA inh
1	38	98%[activator]	0%
2	?	1%	3%
3	-3	nt	nt
4	-5	-23%	4%
5	-107*	22%	-7%
6	-75*	-20%	1%
7	-5	-10%	nt
8	-11	-13%	1%
9	-31	-21%	-9%
10	-27	-18%	?
11	13	-23%	5%
12	39	nt	nt
13	-84*	2%	0%
14	-17	-22%	nt
15	-27	-9%	1%

# The list goes on.
no.	Molecule	AmpC detergent	Sm TGR inh	HCV inhibitor
16	C=CCNC(=O)COC(=O)COc1ccc(Cl)cc1	15%	0%	5%
17	CC1CC(C)CN(C(=O)CCC(=O)Nc2nnc(C3CCCCC3)s2)C1 (centres undefined)	3%	-11%	24%
18	CCC(NS(=O)(=O)c1ccc2c(c1)Cc1cc(S(=O)(=O)NC(CC)C(=O)O)ccc1-2)C(=O)O (centres undefined)	-10%	14%	12%
19	Cc1noc(C)c1COc1ccccc1C(=O)NNC(=O)c1ccccc1F	?	-18%	16%
20	NC(=O)COc1ccc(NC(=O)OCc2ccccc2)cc1	3%	0%	-5%
21	COc1cccc(Nc2sc(C(=O)c3ccc(F)cc3)c(N)c2C(=O)NCc2ccc(C)cc2)c1	9%	1%	nt
22	O=C(COC(=O)c1c(Cl)cccc1Cl)NCc1cccs1	nt	nt	12%
23	Cc1ccc(Sc2ccc(NC(=O)CCl)cc2)c(C)c1	3%	?	?
24	COc1ccc(C(C)=O)c(OC(=O)c2ccco2)c1	0%	-2%	-4%
25	CCCS(=O)(=O)N1CCCC(C(=O)NCCCN(CC)c2cccc(C)c2)C1 (centres undefined)	-10%	7%	-20%
26	O=C(COC(=O)c1ccc(Br)c(S(=O)(=O)N2CCOCC2)c1)NCC1CCCO1 (centres undefined)	?	?	8%
27	COC(=O)c1[nH]c2c(c1C)C(=O)CC(c1cc(OC)ccc1OC)C2 (centres undefined)	?	4%	?
28	COc1ccc(CCN2CCCC(CN(C)C(=O)c3cc(C)oc3C)C2)cc1 (centres undefined)	-7%	0%	-20%
29	CC(C1CC2CCC1C2)n1c(-c2cccs2)n[nH]c1=S (centres undefined)	6%	11%	1%
30	CC(=O)Nc1ccc(S(=O)(=O)n2cnc(C)c2)cc1	?	0%	2%

no.	HCMV inh	AmpC no deterg	Giardia FBPA inh
16	58	-5%	2%
17	0	8%	nt
18	-4	-29%	17%
19	42	-8%	nt
20	3	-11%	3%
21	-62*	nt	nt
22	7	-13%	nt
23	18	-6%	-6%
24	2	-15%	nt
25	-17	92%[activator]	-4%
26	-35	9%	4%
27	-10	-10%	0%
28	-35	10%	2%
29	7	-40%	-4%
30	51	-12%	-13%

# Carrying on:
no.	Molecule	AmpC detergent	Sm TGR inh	HCV inhibitor
31	COc1cccc(CNC(=O)C2CCN(S(=O)(=O)c3cccs3)CC2)c1	-12%	11%	7%
32	COc1ccc([C@H]2CC(=O)C=C(c3ccc(C)c(F)c3)C2)cc1	6%	-3%	?
33	COCc1nnc(NC(=O)CCSc2ccccc2)s1	-15%	-1%	7%
34	O=C(c1cccc([N+](=O)[O-])c1)N1CCN(c2cccc(Cl)c2)CC1	-8%	-4%	?
35	Cc1ccc(C(=O)NNC(=O)C(C)Oc2ccccc2F)cc1S(=O)(=O)N1CCOCC1 (centres undefined)	?	2%	0%
36	Cc1cccc(N=C2NC(=O)/C(=C/c3cccn3C)S2)c1C	4%	?	?
37	Cc1ccc(C(=O)N2CCN(c3ncccn3)CC2)c(C)c1	-12%	-3%	11%
38	Cc1cccc(Nc2ncnc3onc(-c4cccc(Cl)c4)c23)c1C	-17%	-13%	6%
39	CC1CCCCN1CCCNC(=O)c1ccc2c(=O)n(CCc3ccccc3)c(=O)[nH]c2c1 (centres undefined)	?	-21%	4µM*
40	CCOc1cc(Cl)c(S(=O)(=O)NCCCn2ccnc2)cc1Cl	2%	11%	?
41	CCOC(=O)c1ccc(NC(=O)c2sc3nc4c(cc3c2N)N2CCC4CC2)cc1	-2%	7%	nt
42	COc1ccc(-c2c3c(cc4ncn(Cc5ccccc5)c24)COC3=O)cc1	4%	32µM*	?
43	COC(=O)C1=C(c2ccc(F)cc2OCc2ccccc2)C[C@@H]2CC[C@H]1N2C(=O)NCc1ccccc1	2%	-1%	-28%
44	Cn1c(C(=O)NCc2ccccc2F)cc2cc(S(=O)(=O)N3CCCCC3)ccc21	-2%	13%	nt
45	Cc1cc(NC(=O)CSc2nc3c(c(=O)n2C)SCC3)no1	-5%	2%	3%

no.	HCMV inh	AmpC no deterg	Giardia FBPA inh
31	-23	-14%	0%
32	-4	-23%	nt
33	72	-27%	0%
34	6	-6%	-1%
35	3	-13%	nt
36	?	-25%	-11%
37	-16	-2%	24%
38	-17	-4%	7%
39	44	-5%	5%
40	-32	35%	6%
41	-8	nt	nt
42	?	-18%	nt
43	-15	-17%	nt
44	26	nt	nt
45	-4	-17%	-19%

# Next part.
no.	Molecule	AmpC detergent	Sm TGR inh	HCV inhibitor
46	Cn1c(=O)[nH]c(=O)c2c1nc(NCc1ccccc1)n2CCCc1ccccc1	?	-15%	-16%
47	Cc1cc(=O)oc2cc(NC(=O)c3cc4ccccc4o3)ccc12	-1%	-2%	-15%
48	Cc1ccc(CN2C(=O)N/C(=C/c3ccc(-c4ccc(C(=O)O)cc4)o3)C2=O)cc1	5%	?	11%
49	CN1CCN(CCCn2cnc3c(=O)oc4ccccc4c32)CC1	-7%	-15%	?
50	Cn1c(SCC(=O)NCCc2ccccc2)nnc1-c1ccco1	0%	0%	3%
51	O=C(Nc1ccc(/C=C/c2nc3ccccc3o2)cc1)c1ccc(F)cc1	-16%	0%	?
52	NC(=S)Nc1ccc(Oc2ccc(NC(N)=S)cc2)cc1	-9%	0%	-16%
53	CC(=O)CCn1c(=O)n(CCC(C)=O)c(=O)n(CCC(C)=O)c1=O	10%	-32%	-5%
54	O=c1ccc(-c2ccc(S(=O)(=O)NCC3CCN(Cc4cccc(F)c4)CC3)s2)n[nH]1	-1%	-17%	-16%
55	CCOC(=O)c1c(-c2ccc(OC)cc2)csc1NC(=O)CCN1CCOCC1	4%	-3%	?
56	CCCCOc1ccc(CSC(CC(=O)O)C(=O)O)cc1 (centres undefined)	-11%	-1%	?
57	O=C(CSc1nnc2scc(-c3ccc(Cl)cc3)n12)NCc1ccc2c(c1)OCO2	0%	38%[activator]	?
58	S=C(Nc1ccc(Cl)cc1)N1CCCC1	?	3%	0%
59	O=C(COc1ncnc2sccc12)Nc1cccc(S(=O)(=O)N2CCCC2)c1	-4%	-14%	-22%
60	C=CCSc1nc(-c2ccccc2)c(C#N)c(=O)[nH]1	-6%	33%	14%

no.	HCMV inh	AmpC no deterg	Giardia FBPA inh
46	19	-8%	-4%
47	79	-19%	5%
48	-30	-39%	3%
49	0	-12%	2%
50	-36	-3%	0%
51	4	-30%	4%
52	-27	-32%	3%
53	-3	-1%	0%
54	0	14%	nt
55	-26	1%[2.29 µM]	?
56	-29	-20%	26%
57	?	-25%	-5%
58	-19	-17%	-7%
59	-11	-38%	-2%
60	-19	-25%	19%

# Sorted by molar mass (rising): part of the list above.
no.	Molecule	AmpC detergent	Sm TGR inh	HCV inhibitor
30	CC(=O)Nc1ccc(S(=O)(=O)n2cnc(C)c2)cc1	?	0%	2%
4	Cc1c(NC(=O)Nc2ccccc2Cl)sc(=S)n1C	-4%	-17%	-6%
52	NC(=S)Nc1ccc(Oc2ccc(NC(N)=S)cc2)cc1	-9%	0%	-16%
47	Cc1cc(=O)oc2cc(NC(=O)c3cc4ccccc4o3)ccc12	-1%	-2%	-15%
38	Cc1cccc(Nc2ncnc3onc(-c4cccc(Cl)c4)c23)c1C	-17%	-13%	6%
42	COc1ccc(-c2c3c(cc4ncn(Cc5ccccc5)c24)COC3=O)cc1	4%	32µM*	?
11	C=CCc1ccccc1OCCOc1ccc([N+](=O)[O-])cc1/C=N/NC(N)=O	-1%	5%	0%
7	COc1ccc(NC(=O)COC(=O)C(NC(=O)c2ccc(C)cc2)C(C)C)cn1 (centres undefined)	nt	nt	-17%
48	Cc1ccc(CN2C(=O)N/C(=C/c3ccc(-c4ccc(C(=O)O)cc4)o3)C2=O)cc1	5%	?	11%
55	CCOC(=O)c1c(-c2ccc(OC)cc2)csc1NC(=O)CCN1CCOCC1	4%	-3%	?

no.	HCMV inh	AmpC no deterg	Giardia FBPA inh
30	51	-12%	-13%
4	-5	-23%	4%
52	-27	-32%	3%
47	79	-19%	5%
38	-17	-4%	7%
42	?	-18%	nt
11	13	-23%	5%
7	-5	-10%	nt
48	-30	-39%	3%
55	-26	1%[2.29 µM]	?

# Screening data from PubChem BioAssay.
